# Screens as filed in PubChem BioAssay.
# LGR2 inh – blocks bursicon-induced cAMP signaling via Drosophila LGR2. AID 720647. actives 0.35% (n = 380,000). HEK293 LGR2, CRE-luciferase, bursicon-stimulated, 4 h. inhibition, % at 9.99 µM;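 active = drop in luminescence signal, shown as inhibition above about 50% in the replicate tests, limit read from the data, passing the limit was not always enough; inconclusive = probably only some replicates passing the limit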;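 also: agonist challenge used bursicon conditioned medium at about half maximal strength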
# FN deposit inh – fibronectin deposition inhibition; inhibition, % at 12.6 µM; actives 0.086% (n = 350,000); AH1F fibroblasts, Alexa488-fibronectin deposition fluorescence, overnight; AID 743247;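 active = mean inhibition across replicates of 30% or more, regardless of how many single replicates reach that level; inconclusive = mean under 30% yet at least half of replicates reach 30%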;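 also: positive control wells lacked labelled fibronectin entirely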
#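 Schedule: 1 h cell adhesion before compound, then overnight fibronectin incubation; test system: AH1F fibroblast monolayer depositing Alexa488-labelled fibronectin into matrix; quantity: 10000 AH1F cells per well; probe or stimulus: fluorescent fibronectin at 24 nM final; signal: fluorescence, ex 485 nm, em 525 nm; evaluation: percent inhibition as loss of matrix-bound fibronectin fluorescence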
# Numbers without * were called inactive; ? = inconclusive; & = joins results of further samples.
SMILES,LGR2 inh,FN deposit inh
CCOC(=O)c1c(-c2ccc(OC)cc2)csc1/N=C/C1=C(O)CCCC1=O,22,3
CCOC(=O)c1cc(NC(=O)Nc2nc3ccccc3s2)c(C)nc1C,4,2
O=C1C2C3CCC(C3)C2C(=O)N1Cc1ccccc1 (centres undefined),-3,-3
CN(C)c1ccnc2sc3c(SCc4ccc(Cl)cc4)ncnc3c12,-75,0
O=C(CS(=O)CC(=O)N(c1cccc(F)c1)C(C(=O)NC1CCCCC1)c1ccco1)Nc1ccc(F)cc1 (centres undefined),-13,5
Nc1nc(SCc2ccc([N+](=O)[O-])cc2)nc2nc3c(cc12)CCCC3,-43,5
CC(C)CN1CN(Cc2ccco2)CNC1=S,2,-6
CCCNC(=S)NCc1ccc(Cl)cc1,-1,-5
COc1cc(-c2nc3ccc4ccccc4c3c3c2CCC3)cc(OC)c1O,3,17
O=C(CCS(=O)(=O)c1ccc(Br)cc1)Nc1ccccn1,-14,-4
CC12COC3(C(=O)Nc4ccc(Cl)cc4)CC1CCC32C (centres undefined),-15,0
Cc1ccc(S(=O)(=O)N2CCCCC2)cc1NC(=O)COC(=O)Cc1ccc(Cl)cc1,0,5
O=C(Nc1c(-c2ccccc2)nc2ccc(Cl)cn12)c1cccs1,5,16
O=C(Nc1nnc(C2COc3ccccc3O2)o1)c1ccc(F)cc1 (centres undefined),3,4
Cc1cc(C(=O)c2ccc(Cl)cc2)c(NC(=O)CCl)s1,-2,-4
CC(C)(C)c1ccc(C(=O)NCCCN2CCN(CCCNC(=O)c3ccc(C(C)(C)C)cc3)CC2)cc1,9,9
CC(C)(C)C1CCC(=NNC(=O)c2ccc(Br)o2)CC1 (centres undefined),-6,8
Cc1ccc(C2=NN(Cc3nnc(-c4ccccc4)o3)C(=O)SC2)cc1,-1,-2
Cc1ccccc1N1C(=O)C2C3CC(=O)C(c4ccccc43)C2C1=O (centres undefined),-4,-6
COc1ccc2c(c1)CC/C2=N\NC(=O)c1ccccc1,-39,8
CC(C)NC(=O)N(C)C[C@@H]1OCCCC[C@H](C)Oc2ccc(NC(=O)CCC(F)(F)F)cc2C(=O)N([C@H](C)CO)C[C@H]1C,3,-13
COc1ccc(C2=C(SC)CC2=NC(C)(C)C)cc1,-16,7
Cc1[nH]c2ccccc2c1C(=O)C(=O)N1CC=C(c2ccccc2)CC1,5,7
COC(=O)CN1C(c2ccc(OC)cc2)=Nc2ccc(Cl)cc2C1c1ccccc1 (centres undefined),-2,-9
CCOC(=O)c1c(CSc2nc(C)cc(C)c2C#N)n(C)c2cc(Br)c(OC(C)=O)cc12,12,-6
Cc1cc(C(=O)COc2ccccc2[N+](=O)[O-])c(C)n1-c1cccc(S(=O)(=O)N2CCOCC2)c1,18,0
CC(=O)NC(=S)Nc1ccc(NC(=O)c2cccs2)cc1,-33,2
COc1ccccc1/C=N/NC(=O)c1[nH]c(C)c(C(=O)N/N=C/c2ccccc2OC)c1C,-1,2
O=C(Nc1ccccc1C(F)(F)F)c1cc2ncc(CCCl)cn2n1,-21,2
COc1ccccc1NS(=O)(=O)c1cc(NC(=O)c2ccc3c(c2)OCCO3)ccc1C,-6,-7
CC(C)CC1=NN2C(=N)/C(=C\c3coc4ccccc4c3=O)C(=O)N=C2S1,0,1
O=C(Nc1cc2c(cc1Cl)OCCCO2)c1ccc(F)cc1,-27,1
O=C(N/N=C/c1ccc[nH]1)c1cccc(Br)c1,19,-7
COC(=O)c1sc(NC(=O)C2c3ccccc3Oc3ccccc32)c(C(=O)OC)c1C,-13,-1
Cc1cc(C)cc(NCc2cc(=O)oc3cc(-c4ccccc4)c(O)cc23)c1,4,-2
CCCCNC(=O)c1ccc(N2CCC3(CC2)OCCO3)c([N+](=O)[O-])c1,-11,0
CCCn1c(=O)c(C(=O)OCC)c(O)c2cc(Br)ccc21,4,-5
Nn1c(SCC(=O)Nc2ccc3c(c2)OCO3)nnc1C1CCCCC1,-1,-5
COc1ccc(C)cc1NCC(=O)Nc1ccc(C(C)(C)C)cc1,-10,-4
COc1ccc([N+](=O)[O-])cc1NC(=O)CSCc1ccccc1C,11,3

# Arranged by SMILES length (high to low): part of the list above
SMILES,LGR2 inh,FN deposit inh
COc1ccccc1/C=N/NC(=O)c1[nH]c(C)c(C(=O)N/N=C/c2ccccc2OC)c1C,-1,2
COC(=O)c1sc(NC(=O)C2c3ccccc3Oc3ccccc32)c(C(=O)OC)c1C,-13,-1
Cc1[nH]c2ccccc2c1C(=O)C(=O)N1CC=C(c2ccccc2)CC1,5,7
COc1ccc([N+](=O)[O-])cc1NC(=O)CSCc1ccccc1C,11,3
O=C(Nc1cc2c(cc1Cl)OCCCO2)c1ccc(F)cc1,-27,1

# More structures.
SMILES,LGR2 inh,FN deposit inh
CC1CN(Cc2ccccn2)CCC1=O (centres undefined),-8,-3
CCC(=O)NC(=S)Nc1ccc(NC(=O)c2cccc([N+](=O)[O-])c2C)cc1,-4,0
COCCNC(=S)N1CCC(c2nc(-c3ccc(N(C)C)cc3)no2)CC1,-5,-7
C/C(=N\NC(=O)c1ccco1)c1ccc(NC(=O)c2cccs2)cc1,-39,4
Cc1ccc(NC(=O)CSc2nccn2C)cc1S(=O)(=O)N1CCOCC1,-15,2
Cc1ccc(N2C(=O)NC(NC(=O)C(C)(C)C)(C(F)(F)F)C2=O)cc1 (centres undefined),-8,-1
O=C(NC(=S)Nc1ccccc1N1CCOCC1)c1ccc([N+](=O)[O-])cc1,-10,-1
CN(C)CC(=O)N1C[C@@H]2N[C@H](C1)C2c1ccc(-c2ccccc2F)cc1 (some centres undefined),-10&-10,-17&6
CSCCC(NC(=O)c1ccc(Cl)cc1)C(=O)OCC(=O)Nc1cc(Cl)ccc1C#N (centres undefined),17,9
Fc1ccc(NC(=S)Nc2cccc(Cl)c2)cc1,2,-8
COc1cc(C)c(NC(=S)Nc2cccc(Cl)c2)cc1OC,-5,-3
COCCCN(C(=S)Nc1ccc(C)cc1Cl)C(C)c1ccncc1 (centres undefined),6,-5
COc1ccc(/C=N/Nc2ccc(C(F)(F)F)cc2[N+](=O)[O-])cc1,-13,-10
CCSc1nnc(NC(=O)CCc2ccc(OC)cc2)s1,-8,-2
Cc1ccc(S(=O)(=O)NC(C(=O)Oc2ccc3ccc(=O)oc3c2)c2ccccc2)cc1 (centres undefined),1,3
CCNNC(=O)C(O)(c1cccc(C)c1)c1cccc(C)c1,4,-1
CC(C)(C)C(=O)Nc1nc2ccc(S(C)(=O)=O)cc2s1,-21,-12
Cc1cs/c(=N/C(=S)Nc2ccccc2)n1C,-59,6
C=CCCCCc1nc2ccccc2c(=O)n1N,22,-20
CCN1CCN(C(=O)/C=C/c2ccc([N+](=O)[O-])cc2)CC1,-6,0

# A different layout for 7 compounds above:
# Sequence of screens – LGR2 inh, FN deposit inh
- O=C(NC(=S)Nc1ccccc1N1CCOCC1)c1ccc([N+](=O)[O-])cc1
    -10, -1
- CN(C)CC(=O)N1C[C@@H]2N[C@H](C1)C2c1ccc(-c2ccccc2F)cc1 (some centres undefined)
    -10&-10, -17&6
- CSCCC(NC(=O)c1ccc(Cl)cc1)C(=O)OCC(=O)Nc1cc(Cl)ccc1C#N (centres undefined)
    17, 9
- Fc1ccc(NC(=S)Nc2cccc(Cl)c2)cc1
    2, -8
- COc1cc(C)c(NC(=S)Nc2cccc(Cl)c2)cc1OC
    -5, -3
- COCCCN(C(=S)Nc1ccc(C)cc1Cl)C(C)c1ccncc1 (centres undefined)
    6, -5
- COc1ccc(/C=N/Nc2ccc(C(F)(F)F)cc2[N+](=O)[O-])cc1
    -13, -10

# New compounds follow
SMILES,LGR2 inh,FN deposit inh
CCOC(=O)C(Cc1ccccc1)C(=O)Nc1cccc2ccccc12 (centres undefined),-6,-4
CCN(CC)c1ccc(/C=N/NC(=O)c2c(Cl)cnn2C)c(O)c1,-14,4
Cn1c(=NC(=O)c2ccc(S(=O)(=O)N3CCCc4ccccc43)cc2)sc2cc(S(C)(=O)=O)ccc21,7,6
COc1cc(NC(=O)CCC2CCCC2)cc(-n2cnnn2)c1,19,3
CC(=O)Nc1ccc2c(CSc3nnc(-c4cccnc4)n3-c3ccc(C)cc3C)cc(=O)oc2c1,-9,-2
O=C(Nc1ccccc1)c1cccnc1N1CCCC1,-5,-17
C=CCn1c(-c2ccc([N+](=O)[O-])cc2)n[nH]c1=S,-12,9
Cc1cc(N/N=C/c2ccccc2O)nc(-c2ccccc2O)n1,0,4
O=C(NCC1CCCO1)C(c1cccs1)N(Cc1ccccc1Cl)C(=O)c1ccc(-c2ccccc2)[nH]1 (centres undefined),25,0
CC(=O)N(NC(=O)c1ccc(C)cc1)C1CC(=O)N(c2ccccc2Cl)C1=O (centres undefined),-6,-2
Cc1ccccc1-n1nc(C)c2c1N=C1C(Cl)=CC(Cl)=CN1C2c1ccc(C(=O)O)cc1 (centres undefined),-2,-6
COc1ccc(CN(C)CC(=O)Nc2cc(OC)c([N+](=O)[O-])cc2C)c(OC)c1,35,-1
CC(C)Oc1ccc(CNC(=O)CC(c2ccccc2)c2cc(Cl)ccc2O)cc1 (centres undefined),?,-9
COc1ccc(CSc2nncn2N)cc1[N+](=O)[O-],-11,12
O=C(Nc1ccc(Cl)c(S(=O)(=O)N2CCOCC2)c1)c1ccccc1-c1ccc(C(F)(F)F)cc1,18,-5
Cc1cc(C(=O)COc2ccc3ccc(=O)oc3c2)c(C)n1Cc1cccs1,-2,3
CCOC(=O)CSc1ncc(-c2ccccc2)cn1,-2,17
COc1ccccc1CNc1cc(-c2ccccc2)ccc1OC,-4,-7
CC(=O)c1ccc(OCC(=O)NC2CCS(=O)(=O)C2)cc1 (centres undefined),0,-3
O=C(O)CSCCC(=O)Nc1ccc(F)cc1,24,4
O=C(N/N=C/c1c[nH]c2ccccc12)C1CC1(c1ccccc1)c1ccccc1 (centres undefined),4,-2
COc1cccc(C2C(C(=O)Nc3ccccc3)=C(C)N=c3s/c(=C/c4ccc(OCC(=O)O)cc4)c(=O)n32)c1 (centres undefined),15,1
COc1ccc(C(=O)Oc2ccc(/C=N/NC(=O)Cc3ccc([N+](=O)[O-])cc3)cc2)cc1,-6,0
COc1ccc(-n2c(SCC(=O)c3ccc[nH]3)nnc2-c2ccccc2)cc1,4,-7
COCCNC(=O)/C(C#N)=C/c1ccc(N2CCOCC2)o1,-1,-5
Cc1cccc(OCC(=O)N/N=C/c2cc([N+](=O)[O-])ccc2N2CCOCC2)c1,2,-3
Cn1c(=O)c(C(=O)CN2CCN(S(=O)(=O)c3ccccc3)CC2)c(N)n(Cc2ccccc2)c1=O,15,5
CCOc1cccc2cc(C(=O)Nc3ccccc3-c3ccccc3)c(=O)oc12,11,-2
COc1ccc(CCNC(=O)CCc2ccc(S(=O)(=O)NC(C)C)cc2)cc1OC,-2,-4
CCc1nc(N2CCN(C(=O)c3ccco3)CC2)c2oc3ccccc3c2n1,-8,-5
CCN=C1S/C(=C\c2ccc(OCC)c(OC)c2)C(=O)N1CC,-19,-3
COc1cc(/C=N/NC(=S)Nc2cccc(S(=O)(=O)N(C)C)c2)ccc1O,-14,1
N#CC1=C(N)n2c(s/c(=C\c3cccs3)c2=O)=C(C#N)C1c1cccs1 (centres undefined),-3,-71
CNC(=S)N/N=C/c1ccc(OCC(=O)Nc2c(C)cc(C)cc2C)c(OC)c1,9,-2

# Quoted from the listing:
# CNC(=S)N/N=C/c1ccc(OCC(=O)Nc2c(C)cc(C)cc2C)c(OC)c1 in LGR2 inh → 9
# COc1ccc(-n2c(SCC(=O)c3ccc[nH]3)nnc2-c2ccccc2)cc1 in FN deposit inh → -7
# Cn1c(=O)c(C(=O)CN2CCN(S(=O)(=O)c3ccccc3)CC2)c(N)n(Cc2ccccc2)c1=O in FN deposit inh → 5
# COc1cc(/C=N/NC(=S)Nc2cccc(S(=O)(=O)N(C)C)c2)ccc1O in FN deposit inh → 1

# Entries from the list above containing a CF3 group, in the order listed:
SMILES,LGR2 inh,FN deposit inh
CC(C)NC(=O)N(C)C[C@@H]1OCCCC[C@H](C)Oc2ccc(NC(=O)CCC(F)(F)F)cc2C(=O)N([C@H](C)CO)C[C@H]1C,3,-13
O=C(Nc1ccccc1C(F)(F)F)c1cc2ncc(CCCl)cn2n1,-21,2
Cc1ccc(N2C(=O)NC(NC(=O)C(C)(C)C)(C(F)(F)F)C2=O)cc1 (centres undefined),-8,-1
COc1ccc(/C=N/Nc2ccc(C(F)(F)F)cc2[N+](=O)[O-])cc1,-13,-10
O=C(Nc1ccc(Cl)c(S(=O)(=O)N2CCOCC2)c1)c1ccccc1-c1ccc(C(F)(F)F)cc1,18,-5

# The list is partial; the hit share may differ from the screen's.
